Assay outcomes as filed in PubChem BioAssay.
NRP1-CendR mod = NRP-1/CendR interaction modulation. O14786. FAM-RPARPAR peptide binding to NRP-1, fluorescence polarization. inhibition, % at 25 µM. 0.85% of 360,000 active. AID 602438;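 active = inhibition or corrected inhibition above about 18%, plus a signal ratio from 0.5 to 1.5, limit read from the data, passing the limit was not always enough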; also: strong numbers were not always called active
eLon inh = inhibitors of E. coli Lon protease; P0A9M0; purified E. coli Lon protease, fluorescence polarization; 0.42% of 360,000 active; inhibition, % at 7.94 µM; in the data active = inhibition above about 13%, passing the limit was not always enough;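 also: 0% = enzyme with probe and DMSO and 100% = no enzyme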
Target sequence (P0A9M0 whole entry, looked up): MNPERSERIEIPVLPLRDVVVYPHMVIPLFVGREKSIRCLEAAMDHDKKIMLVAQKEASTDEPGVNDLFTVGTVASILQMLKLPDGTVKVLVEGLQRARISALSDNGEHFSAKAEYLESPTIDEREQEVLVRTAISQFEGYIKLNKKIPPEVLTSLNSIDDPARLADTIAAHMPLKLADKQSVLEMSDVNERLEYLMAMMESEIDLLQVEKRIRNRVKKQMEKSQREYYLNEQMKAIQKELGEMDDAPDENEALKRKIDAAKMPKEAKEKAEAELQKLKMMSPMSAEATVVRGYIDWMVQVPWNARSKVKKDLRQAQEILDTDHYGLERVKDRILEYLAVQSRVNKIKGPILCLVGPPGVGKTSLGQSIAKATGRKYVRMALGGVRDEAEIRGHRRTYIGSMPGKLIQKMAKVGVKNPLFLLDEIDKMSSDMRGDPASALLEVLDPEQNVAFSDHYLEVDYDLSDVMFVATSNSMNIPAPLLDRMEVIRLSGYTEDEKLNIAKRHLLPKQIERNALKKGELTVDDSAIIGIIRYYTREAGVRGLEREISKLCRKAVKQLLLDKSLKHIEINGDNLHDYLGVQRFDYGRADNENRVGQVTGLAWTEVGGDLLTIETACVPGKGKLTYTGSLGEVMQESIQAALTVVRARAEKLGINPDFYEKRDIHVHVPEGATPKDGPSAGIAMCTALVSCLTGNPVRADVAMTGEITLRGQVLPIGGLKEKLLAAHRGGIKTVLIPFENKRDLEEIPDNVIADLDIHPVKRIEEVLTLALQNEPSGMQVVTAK
LMPTP inh = LMPTP (human) inhibition; P24666; recombinant LMPTP-A, OMFP fluorogenic substrate, fluorescence intensity; inhibition, % at 20 µM; 0.22% of 360,000 active; AID 651560;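 active = compounds that cut the enzyme signal by at least half of the control window in the single-dose screen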;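 also: plate controls were DMSO wells with enzyme plus substrate for no effect and substrate without enzyme for full effect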
Target sequence (P24666 whole entry, looked up): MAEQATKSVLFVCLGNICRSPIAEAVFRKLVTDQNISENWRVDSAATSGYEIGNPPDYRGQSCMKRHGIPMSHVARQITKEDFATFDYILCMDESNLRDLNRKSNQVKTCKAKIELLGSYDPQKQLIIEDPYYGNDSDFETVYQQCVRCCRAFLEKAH
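Material: LMPTP-A; amount: 0.625 nM enzyme; doses: single 20 µM dose; times: reaction 50 min, room temperature, dark; technique: fluorescence intensity of OMFP turnover product; benchmarks: no-enzyme and uninhibited controls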
SUMO1 PPI mod = SUMO1-SIM interaction modulation; P63165; SUMO1 binding to a labelled peptide, TR-FRET, 1 h; inhibition, % at 20 µM; 0.33% of 360,000 active; AID 602429; in the data active = inhibition above about 37%
Target sequence (P63165 whole entry, looked up): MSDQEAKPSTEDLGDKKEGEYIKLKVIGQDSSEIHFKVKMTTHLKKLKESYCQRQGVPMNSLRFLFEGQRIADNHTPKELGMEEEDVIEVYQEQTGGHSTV
STEP inh = inhibitors of human striatal-enriched phosphatase STEP; AID 588621; 0.25% of 360,000 active; inhibition, % at 20 µM; recombinant STEP, OMFP fluorogenic substrate, fluorescence; P54829;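 active = inhibition at 20 µM, scaled per plate between control wells, above about 37%, limit read from the data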;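 also: 0% = DMSO with enzyme and substrate and 100% = substrate only without enzyme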
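Assay system: isolated STEP enzyme. Buffer or medium: pH 6.0 Bis-Tris with DTT and Tween 20. Also added: fluorogenic phosphatase substrate OMFP at 25 µM final. Dosing: 20 µM, 1% DMSO. Timing: 20 min reaction, room temperature, in the dark. Measured by: fluorescence intensity, excitation 480 nm, emission 540 nm. Evaluation: normalized % inhibition.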
MsrA act = activates bovine MsrA enzyme | activation, % at 10.6 µM | 0.3% of 360,000 active | purified bovine MsrA, absorbance read-out; in the data active = activation above about 7.5%;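 also: 0% = vehicle and 100% = reference activator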
Scp-1 inhibitor = blocks human Scp-1 phosphatase activity. 0.88% of 340,000 active. Recombinant Scp1, phosphopeptide, malachite green phosphate absorbance. Q9GZU7. inhibition, % at 20 µM;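 active = inhibition above about 50% at 20 µM, limit read from the data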;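 also: plate controls were DMSO wells with enzyme for no effect and wells lacking enzyme for full effect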
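Test system: SCP-1 phosphatase catalytic domain, residues 76-261 | Compound dosing: One concentration, 20 µM, with 1.0% DMSO | Schedule: 45 min room-temperature reaction, 5 min colour, 30 min stabiliser | Detection: Absorbance at 630 nm | Read-out basis: % inhibition of SCP-1 phosphate liberation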
DNMT1 inh = DNMT1 (human) enzyme inhibition; AID 588458; 0.83% of 360,000 active; DNMT1 molecular beacon, Hinp1I cleavage, fluorescence; inhibition (reported as % activation of signal), % at 10 µM; in the data active = inhibition above about 50%
TbMetRS inhib = blocks T. brucei methionyl-tRNA synthetase activity; purified T. brucei MetRS, ATP depletion, Kinase-Glo luminescence; inhibition, % at 11.9 µM; 0.4% of 360,000 active;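 active = inhibition above a per-plate cutoff of the control wells' mean inhibition plus 3 SD, cut at about 5.5% in these data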;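 also: 0% = DMSO wells median and 100% = median of wells with control inhibitor compound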
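Material – parasite MetRS enzyme · Medium – HEPES-MgCl2-KCl buffer plus DTT, spermine, BSA, pyrophosphatase · Reagent – ATP, methionine and E. coli bulk tRNA substrates · Times – 15 min enzyme-compound preincubation, 2 h reaction, 10 min detection, 25 °C · Measured by – luminescence of leftover ATP · Evaluation – percent inhibition relative to median high and low control wells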
MsrA inh = inhibits bovine methionine sulfoxide reductase A; purified bovine MsrA, absorbance read-out; inhibition, % at 15.5 µM; 0.75% of 360,000 active; AID 651718; in the data active = inhibition above about 4.5%;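 also: 0% = vehicle wells with enzyme and 100% = reference inhibitor wells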
* = called active by the depositor; x = no result given. Outcome played no part in choosing rows; about 4.3% have a hit in one of these screens.

SMILES	NRP1-CendR mod	eLon inh	LMPTP inh	SUMO1 PPI mod	STEP inh	MsrA act	Scp-1 inhibitor	DNMT1 inh	TbMetRS inhib	MsrA inh
CC(C)Oc1ccc(C(=O)Nc2ccc(S(=O)(=O)N3CCN(C)CC3)cc2)cc1	2	-5	0.2	11	2	-1	-8	1	2.3	1.4
Cn1cnc(C(=O)NC2CCN(C(=O)OC(C)(C)C)CC2)c1C(=O)NC1CCN(C(=O)OC(C)(C)C)CC1	18	-5	-0.2	2	-4	-4	-12	4	-0.3	1.8
CCCc1cc(N2CCCC(C(=O)NCC)C2)n2ncnc2n1 (centres undefined)	9	-1	0.1	0	2	-3	-2	6	-0.3	0.9
Cc1cc(Nc2ccc(F)c(Cl)c2)n2nc(C)nc2n1	10	5	-1.0	1	0	0	-4	-1	-1.9	-0.1
O=C(CSc1nnc(CNC(=O)c2ccccc2F)o1)Nc1ccc2c(c1)OCCO2	11	-8	0.3	-3	-2	-2	-2	-1	-0.5	-1.0
COc1ccccc1-c1oc2ccccc2c1C#CCO	-5	-1	-3.6	5	-1	-3	-2	9	0.3	0.3
CCn1c(SCc2ccc(C(=O)Nc3cc(C)cc(C)c3)cc2)nnc1-c1ccncc1	6	-3	-0.1	1	4	-3	-2	-4	0.0	-0.2
CN(NC(N)=O)c1ncc(C(F)(F)F)cc1Cl	7	0	-1.7	-3	-1	-11	-5	3	-1.4	-0.1
Cc1nnc(NC(=O)c2cccc(S(=O)(=O)N3CCc4ccccc43)c2)s1	20	-1	-1.8	12	1	2	14	2	-0.7	-1.1
CCCCC[C@@H](C)N1C[C@H](COCc2ccccc2)Oc2cc(N3CCC[C@@H]3CO)ccc2S1(=O)=O	-2	8	3.8	6	x	0	x	x	-0.1	0.2
CCc1cccc(C)c1NC(=O)C1CCN(C(=O)c2ccc([N+](=O)[O-])cc2)CC1	-4	-1	-0.4	-16	0	-3	-6	-4	-1.0	0.1
COc1cccc(CNC(=O)C2CCN(S(=O)(=O)N3CCCCC3)CC2)c1	-8	-5	-2.9	1	1	0	-6	0	-1.0	-1.0
O=S(=O)(Nc1ncccn1)c1ccc(NS(=O)(=O)c2cc(Cl)ccc2Cl)cc1	-8	-4	0.1	2	-1	0	-1	-4	-0.3	-1.1
Cc1cccn2c(=O)c3cc(C(=O)N4CCOCC4)n(C)c3nc12	10	-3	1.1	-7	3	-5	1	1	-0.6	2.3
O=C1NC(=O)/C(=C/c2ccc(OS(=O)(=O)c3ccc(F)cc3F)cc2)N1	-2	-1	-0.7	-40	-1	-11	-11	-2	-0.6	0.4
COCCCNC(=O)c1ccc(CS(=O)(=O)c2ccc(Br)cc2)o1	-3	8	-0.8	4	-3	-4	2	-1	1.2	0.9
CC(C)CC1(C)NC(=O)N(CCN2C(=O)c3ccccc3C2=O)C1=O (centres undefined)	-6	0	-0.8	-2	-2	-9	-4	3	-0.4	-1.3
O=C(NCC1CCCO1)c1ccc2c3n(nc2c1)-c1ccccc1CO3 (centres undefined)	-1	-14	-0.5	-28	-2	4	-8	1	-0.1	2.0
CC1(C(=O)NS(=O)(=O)c2ccc(C#N)cc2)CCN1C(=O)c1cccc(F)c1 (centres undefined)	11	-2	-2.3	4	-2	-2	x	-5	0.0	0.0
Cc1cc(NC(=O)COC(=O)C2CCN(S(=O)(=O)c3c(Cl)cccc3Cl)CC2)no1	14	5	-1.9	-1	-3	1	-2	-1	-0.3	0.4
CN(C(=O)CSc1nnc(-c2cccnc2)o1)C1CCCCC1	-6	7	-0.9	-4	0	-1	-8	0	-0.2	-0.8
O=C(Nc1oc2ccccc2c(=O)c1-c1ccc(Cl)cc1)c1ccco1	-3	0	0.3	2	0	-9	1	-4	-0.3	2.9
CC1CCN(CCCNC(=O)C2CCCN(c3ncnc4c3nc3n4CCCCC3)C2)CC1 (centres undefined)	12	-10	-5.9	-16	-4	-3	-1	-1	0.5	-0.7
CCN(CC(=O)Nc1ccccc1C(F)(F)F)C(=O)CCc1nc2sc3c(c2c(=O)[nH]1)CCCC3	-46	-12	3.9	8	8	-3	38	22	-0.6	0.9
Cc1ccc(-n2ncc(C(=O)NC3CC3)c2C2CCN(C(=O)OC(C)(C)C)CC2)cc1	6	4	-0.2	-3	-1	0	-6	0	-0.3	0.0

Next part
SMILES	NRP1-CendR mod	eLon inh	LMPTP inh	SUMO1 PPI mod	STEP inh	MsrA act	Scp-1 inhibitor	DNMT1 inh	TbMetRS inhib	MsrA inh
COc1cc2[nH]c(=O)n(CCC(=O)NCc3cccnc3)c(=O)c2cc1OC	-5	1	-0.8	2	2	-9	3	0	-0.8	-0.5
CC(C)OCCCNC(=O)C1CC(=O)N(C2CCCCCCC2)C1 (centres undefined)	15	1	-3.5	0	4	0	-13	0	0.4	-0.6
COc1cccc(CN2C(=O)NC3(CCCCCC3)C2=O)c1	-10	1	-1.4	7	-2	-2	-2	-1	-0.2	1.2
O=C(CSc1nc2cc(Cl)ccc2o1)NCCc1ccccc1	-20	-2	1.1	2	9	0	-8	-2	-0.1	1.3
O=C(NCc1ccco1)c1cc(-c2ccc(F)cc2)on1	-4	1	-0.7	1	0	-5	6	5	-0.7	0.0
CCC(=O)N1N=C(c2cccs2)CC1c1ccc(OC)cc1 (centres undefined)	-8	-18	-0.4	-13	0	-4	-8	0	-0.4	0.4
COc1ccc(NC(=O)c2nc(C)n(-c3ccc([N+](=O)[O-])cc3)n2)cc1	9	6	0.3	-20	-4	-7	-5	0	-0.2	0.2
CCCCNC(=O)CSc1nc2ccc(NC(=O)CSc3nnc(COc4ccccc4C)n3C)cc2s1	-8	3	-0.2	-1	2	2	6	-6	-0.5	0.0
O=C(NC(C(=O)c1ccccc1)N1CCOCC1)c1cccs1 (centres undefined)	2	-13	0.1	-1	-6	-16	5	9	-1.2	0.9
C/C(=N/NC(=O)CNC(=O)c1cccnc1)c1ccco1	-5	3	0.0	-9	1	-2	0	-1	-0.7	-1.7
Cc1ccc(-c2noc(COC(=O)c3ccco3)n2)cc1	8	-10	-0.5	2	-1	-2	-9	-3	-0.2	-0.6
CC(=O)c1ccc(OCC(O)CN2CCN(Cc3ccccc3)CC2)cc1 (centres undefined)	-11	1	-3.6	6	0	-2	-9	0	-1.0	x
CC1CCCCN1S(=O)(=O)c1cn(C)c(=O)n(C)c1=O (centres undefined)	-7	-6	-1.7	2	-1	-1	-5	1	0.5	-0.3
O=C(Cc1cccc2ccccc12)N1CCN(c2ncccn2)CC1	-5	5	-0.2	-3	-1	-2	-4	0	-0.4	-0.9
Cc1ccccc1-c1nc2c(s1)CCc1onc(-c3cccc([N+](=O)[O-])c3)c1-2	2	2	-0.7	1	5	-3	0	-1	-0.3	0.3
O=[N+]([O-])c1ccc(-c2csc(N/N=C/c3cccnc3)n2)cc1	6	-4	5.5	-10	1	-4	-2	-7	0.1	0.5
O=S(=O)(c1ccc(NC(=S)Nc2ccc3c(c2)OCO3)cc1)N1CCOCC1	6	-5	2.2	0	5	-3	-5	-9	-0.5	0.4
O=C1C(Cl)=C(N2CCN(Cc3ccccc3)CC2)C(=O)N1Cc1ccccc1	-2	36*	2.0	-9	5	-2	17	-1	-0.4	-0.3
N#Cc1cc2c(nc1SCc1cccc(Cl)c1)CCCCC2	-17	-9	1.9	-2	5	-3	-16	-1	0.0	-0.5
C[C@@H]1CN([C@@H](C)CO)C(=O)CCCn2nncc2CO[C@H]1CN(C)S(=O)(=O)c1ccccc1F	-4	-9	-0.2	0	0	-2	x	4	-1.0	-1.2
CCc1nc(CNC(=O)c2cc(OC)c(OC)c(OC)c2)no1	2	-7	-4.2	-3	1	-6	-7	1	-1.6	-0.9
CCOC(=O)/C=C1\SCC(=O)N1CC(=O)NCCc1ccc(F)cc1	-14	-7	-0.3	2	-1	-2	-7	-2	-0.5	0.3
COc1ccc(C(=O)O)cc1S(=O)(=O)NCCCN1CCCC1=O	-3	1	0.4	-5	-3	-10	-5	2	-2.4	0.9
CC(OC(=O)c1ccc(=O)n(Cc2ccccc2)n1)C(=O)Nc1cccc(Cl)c1 (centres undefined)	17*	5	0.6	-10	-3	-3	-2	-1	-0.3	-0.5
CCC(CO)Oc1cc(NCc2ccncc2)c2ncn(C(C)C)c2c1 (centres undefined)	-5	-9	-0.1	-1	-1	-2	-6	-6	0.0	0.5

(more compounds)
SMILES	NRP1-CendR mod	eLon inh	LMPTP inh	SUMO1 PPI mod	STEP inh	MsrA act	Scp-1 inhibitor	DNMT1 inh	TbMetRS inhib	MsrA inh
O=C(c1ccc(Cn2c(=S)[nH]c3ccc(N4CCOCC4)cc3c2=O)cc1)N1CCC(N2CCCCC2)CC1	-5	0	6.5	10	-2	-1	-5	-2	-0.4	0.4
COc1ccc(CC(=O)N2CCCc3ccccc32)cc1	-4	-2	-0.5	5	-2	-5	11	1	-0.4	-0.4
COc1cccc(/C=C2/SC(=O)N(CC(=O)N3CCc4ccccc4C3)C2=O)c1OCC(=O)O	-1	-2	0.1	-7	5	-6	-14	3	-0.2	4.8*
CN(CC(=O)N1CCN(Cc2ccccc2)CC1)S(=O)(=O)c1cccc2nsnc12	-2	3	-0.1	-20	2	-1	2	1	-0.4	1.9
CCCC(=O)NC(c1ccc(Cl)cc1)c1ccc2cccnc2c1O (centres undefined)	6	0	4.3	-8	3	-4	-12	-14	2.4	0.8
CCc1ccccc1S(=O)(=O)Cc1ccc(C(=O)N2CCN(c3ccccc3OC)CC2)o1	-10	2	1.2	5	2	-2	3	-2	0.3	-1.7
Cc1cccc(NC(=O)c2cc3ccccc3c(=O)o2)n1	-8	5	3.5	-11	1	-4	-6	1	-0.5	0.4
CCn1c(=NC(=O)c2ccc(S(=O)(=O)N(C)C)cc2)sc2cccc(OC)c21	-3	-7	0.1	-1	-1	-2	5	2	-0.1	0.5
CC(C)(C)c1ccc(/C=C/C(=O)c2ccc(NC3=NCCCS3)cc2)cc1	-11	-3	3.3	1	6	-3	6	18	-0.2	0.6
CC12CCC(=O)C=C1CCC1C2C(O)CC2(C)C1CCC2(O)C(O)CO (centres undefined)	-3	-3	0.4	0	0	-3	x	-4	0.6	-1.0
O=C(Nc1ccc(NC(=O)c2ccco2)c(Cl)c1)c1ccccc1	6	-6	-1.1	2	0	-3	-8	-10	-1.1	0.7
C=C(C)C(=O)Nc1cccnc1Oc1ccc(F)cc1	4	-5	-1.0	2	-3	-1	3	-5	-0.6	0.3

NRP1-CendR mod: what is marked active above
Molecule | NRP1-CendR mod | eLon inh | LMPTP inh | SUMO1 PPI mod | MsrA act | Scp-1 inhibitor | DNMT1 inh | TbMetRS inhib | MsrA inh
CC(OC(=O)c1ccc(=O)n(Cc2ccccc2)n1)C(=O)Nc1cccc(Cl)c1 (centres undefined) | 17* | 5 | 0.6 | -10 | -3 | -2 | -1 | -0.3 | -0.5
